Bioassay records from PubChem.
SENP8 inh: human SENP8 protease inhibitors, primary screen, biochemical, fluorescence, Nedd8 protein substrate, uHTS | Sentrin-specific protease 8 (Homo sapiens), Q96LD8 | recombinant SENP8 | inhibition, % at 20 µM | 360,000 tested, 0.64% active; in the data active means inhibition mostly above about 40%, no sharp cut-off; inactive means mostly below about 27%
Target sequence (Q96LD8 whole entry, looked up): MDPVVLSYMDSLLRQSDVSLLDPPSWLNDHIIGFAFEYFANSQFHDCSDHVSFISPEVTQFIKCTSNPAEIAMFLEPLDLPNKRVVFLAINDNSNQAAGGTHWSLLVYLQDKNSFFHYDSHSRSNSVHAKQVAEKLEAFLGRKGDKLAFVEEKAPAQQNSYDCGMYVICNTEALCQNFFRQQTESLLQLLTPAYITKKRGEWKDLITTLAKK
SENP6 inh: SENP6 protease inhibitors, primary screen, biochemical, luminescence, uHTS; 330,000 tested, 1.8% active; Sentrin-specific protease 6 (Homo sapiens), Q9GZR1; inhibition, % at 10 µM; Recombinant SENP6 catalytic domain, aminoluciferin luminescence;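 active means inhibition above about 50% at the single tested dose, limit read from the data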;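 further: plate controls were DMSO wells with enzyme for no effect and DMSO wells lacking enzyme for full effect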
Target sequence (Q9GZR1 628-1112 limits assumed): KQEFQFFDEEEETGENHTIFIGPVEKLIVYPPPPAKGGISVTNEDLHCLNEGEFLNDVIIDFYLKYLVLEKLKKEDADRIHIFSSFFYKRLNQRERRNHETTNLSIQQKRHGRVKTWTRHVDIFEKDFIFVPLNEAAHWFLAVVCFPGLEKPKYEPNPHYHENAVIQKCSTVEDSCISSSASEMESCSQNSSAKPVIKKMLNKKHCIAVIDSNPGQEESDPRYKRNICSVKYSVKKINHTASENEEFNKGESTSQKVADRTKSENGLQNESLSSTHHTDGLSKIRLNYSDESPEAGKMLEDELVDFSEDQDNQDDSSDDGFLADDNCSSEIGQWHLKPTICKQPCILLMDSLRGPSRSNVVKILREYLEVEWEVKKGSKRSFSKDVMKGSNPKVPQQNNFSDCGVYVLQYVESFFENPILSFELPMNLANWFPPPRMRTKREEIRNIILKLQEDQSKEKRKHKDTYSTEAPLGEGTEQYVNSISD
PfG6PD inh: PfG6PD enzyme inhibitors, primary screen, biochemical, fluorescence intensity, uHTS; glucose-6-phosphate dehydrogenase-6-phosphogluconolactonase (Plasmodium falciparum 3D7); PfGluPho enzyme, NADPH resazurin-diaphorase fluorescence; inhibition, % at 20 µM; 350,000 tested, 0.78% active; AID 504690, 2011;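 active means inhibition reaching at least a set limit at 20 µM in the primary screen, cut at about 59% in these data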;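 further: 0% = DMSO wells with substrate and 100% = DMSO wells lacking glucose-6-phosphate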
SENP7 block: SENP7 protease inhibitors, primary screen, biochemical, luminescence, uHTS; inhibition, % at 5 µM; recombinant SENP7, Z-RLRGG-aminoluciferin luminescence, 40 min; Sentrin-specific protease 7 (Homo sapiens), Q9BQF6; 330,000 tested, 1.5% active;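 active means inhibition above about 50% at the single test dose, limit read from the data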;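 further: plate controls were DMSO with enzyme for no effect and no enzyme buffer wells for full effect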
Target sequence (Q9BQF6 706-1050 limits assumed): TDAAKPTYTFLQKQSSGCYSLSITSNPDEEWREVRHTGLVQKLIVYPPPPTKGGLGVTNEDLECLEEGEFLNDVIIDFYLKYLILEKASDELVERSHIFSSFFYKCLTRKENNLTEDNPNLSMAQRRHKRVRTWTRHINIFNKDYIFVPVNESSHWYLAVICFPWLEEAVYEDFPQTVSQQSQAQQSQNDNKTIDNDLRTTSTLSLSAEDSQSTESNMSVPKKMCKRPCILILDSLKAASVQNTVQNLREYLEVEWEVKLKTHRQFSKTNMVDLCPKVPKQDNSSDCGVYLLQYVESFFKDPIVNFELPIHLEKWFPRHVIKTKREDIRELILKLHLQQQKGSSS
MPTP block: mitochondrial permeability transition pore inhibitors, primary screen, biochemical, isolated mouse mitochondria, absorbance. Ca2+ swelling absorbance, 30 min. inhibition, % at 10 µM. 360,000 tested, 1.4% active. AID 602449, 2012;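 active means inhibition of 50% or more, scaled per plate between neutral and stimulator controls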;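 further: 0% = DMSO wells given calcium and 100% = 1 mM EGTA wells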
ATG4B inhibitor: ATG4B protease inhibitors, primary screen, biochemical, fluorescence, uHTS | Cysteine protease ATG4B (Homo sapiens), Q9Y4P1 | ATG4B cleavage of LC3-PLA2, NBD-HPC fluorescence, 1 h | inhibition, % at 8.33 µM | 340,000 tested, 0.51% active | AID 504462, 2011; in the data active means inhibition above about 40%
NR3A LBD binder: binders of NR3A ligand-binding domain, primary screen, biophysical, differential scanning fluorimetry, uHTS. NR3A LBD differential scanning fluorimetry, Tm shift; 0% = protein alone, 100% = glycine-bound protein. Tm shift relative to glycine control, % at 25 µM. 340,000 tested, 2.5% active. AID 1259313, 2017;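 active means melting temperature shift of at least 10% of the positive control shift, at one fixed dose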
HKDC1 inh: HKDC1 hexokinase inhibitors, primary screen, biochemical, fluorescence, uHTS; Q2TB90; recombinant HKDC1, G6PDH/diaphorase resazurin coupled fluorescence; inhibition, % at 20 µM; 340,000 tested, 0.16% active; AID 493160, 2011;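 active means inhibition above about 35% when tested at 20 µM, limit read from the data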;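 further: plate controls were DMSO wells with enzyme for no effect and DMSO wells lacking enzyme for full effect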
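Test system: HK5 enzyme. Quantity: 5 µg/mL HK5 final. Reagent: glucose and ATP substrates. Schedule: 90 min reaction incubation at room temperature, dark. Technique: resazurin-to-resorufin fluorescence via G6PDH and diaphorase coupling, 525/613 nm. Control set: DMSO wells with and without enzyme mix.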
* hit, by the source's call; i = inactive; x = no result given.

Compound	SENP6 inh	NR3A LBD binder	HKDC1 inh	PfG6PD inh	ATG4B inhibitor	SENP7 block	MPTP block	SENP8 inh
CCC(=O)c1c[nH]c(C(=O)NCc2ccccc2OC)c1	0	-2	-3	2	-4	-7	-0.6	11
O=C(Nc1cccc(-c2nnn(CC(=O)N3CCc4ccccc4C3)n2)c1)C1CCC1	5	-3	-4	7	-5	3	-1.0	12
COc1ccc2cc(C(=O)N3CCN(Cc4ccc5c(c4)OCO5)CC3)[nH]c2c1	-10	-1	1	-19	-5	1	0.4	-47
Cc1ccc(C2=NCCn3nc4cc(C(F)(F)F)ccc4c32)cc1	4	7	3	29	-10	8	-0.5	-18
CC(C)Cn1c(=O)c2ccccc2n2c(CCC(=O)NCc3ccccn3)nnc12	-2	-2	-4	-10	-4	-4	-0.3	-5
Cc1ccc(-n2nnc3c(=O)n(Cc4cc(C)ccc4C)cnc32)cc1	1	0	-9	-7	-7	-4	2.6	16
O=C(CSc1nc2ccccc2c(=O)n1-c1ccc(F)cc1F)c1c[nH]c2ccccc12	-2	19*	1	-1	34	0	7.6	17
COc1ccc(C)cc1NC(=O)CN(C)S(=O)(=O)c1cc(C)ccc1OC	12	7	1	-12	-3	0	0.6	20
COc1ccc2cc(C(=O)NCc3ccccc3CN3CCCC3)ccc2c1	11	0	2	-7	-12	10	0.6	-214
CCOc1cccc2c1OC(c1cc(OC)c(OC)c(OC)c1)N1N=C(c3ccc(C)o3)CC21 (configuration not stated)	8	-21	0	25	14	1	-0.2	-102
CNc1ccccc1C(C)(C)c1cn(-c2ccc([N+](=O)[O-])cc2)nn1	-7	2	-3	26	-14	4	-0.8	4
Cc1ccc(S(=O)(=O)Nc2ccc3c(c2)nc(CCN2CCN(c4ccccn4)CC2)n3C)cc1	7	-4	-3	3	-17	-1	-0.8	4
O=C(CN1CCNCC1)NCCSc1ccc(Cl)cc1	5	0	-4	-19	-2	2	0.4	20
O=C(Nc1ccccc1)Nc1ccc2nnsc2c1	54*	42*	-6	17	-7	63*	83*	-4
Cc1ccc(-c2csc(NC(=O)c3c(C)noc3C)n2)cc1	-8	-2	0	15	4	-11	-0.7	-8

Profiles, looked up by structure:
Cc1ccc(S(=O)(=O)Nc2ccc3c(c2)nc(CCN2CCN(c4ccccn4)CC2)n3C)cc1 is listed as SENP6 inh = 7; NR3A LBD binder = -4; HKDC1 inh = -3; PfG6PD inh = 3; ATG4B inhibitor = -17; SENP7 block = -1; MPTP block = -0.8; SENP8 inh = 4
COc1ccc2cc(C(=O)NCc3ccccc3CN3CCCC3)ccc2c1 is listed as SENP6 inh = 11; NR3A LBD binder = 0; HKDC1 inh = 2; PfG6PD inh = -7; ATG4B inhibitor = -12; SENP7 block = 10; MPTP block = 0.6; SENP8 inh = -214

Additional records follow:
Compound	SENP6 inh	NR3A LBD binder	HKDC1 inh	PfG6PD inh	ATG4B inhibitor	SENP7 block	MPTP block	SENP8 inh
Cc1ccc(NC(=O)CSc2nc(N)cc(=O)[nH]2)cc1S(=O)(=O)N1CCOCC1	-3	0	-7	-13	-6	3	0.4	12
NS(=O)(=O)c1ccc(CCNC(=O)c2ccccc2OCc2ccc(F)cc2)cc1	0	-4	3	-5	-8	2	-1.1	13
CCc1nnc2n1N=C(c1ccc(-c3cc(Cl)ccc3Cl)o1)CS2	-10	2	-8	-11	-1	-6	2.2	6
O=C(Cn1cnc2nc3n(c2c1=O)CCC3)NCc1ccccc1	5	0	-13	-7	3	4	0.3	25
COc1ccc(-c2c(C)n([O-])c(C)c(-c3ccccc3)[n+]2=O)cc1OC	-30	1	-11	-10	4	-13	-1.1	5
O=C(CCn1nnc2ccccc21)N1CCN(c2ccccc2)CC1	-22	3	-5	1	3	-10	-2.8	17
COc1ccc(S(=O)(=O)N2CCCOC2CNC(=O)C(=O)NCCc2ccco2)cc1C (configuration not stated)	6	2	-3	-7	-1	4	-1.2	6
COCCNC(=O)CSc1nc2cc(OC)c(OC)cc2c(=O)n1Cc1ccco1	-2	-1	-5	2	2	8	-0.7	6
CCCCN(Cc1cc2ccccc2[nH]c1=O)C(=O)c1ccccn1	3	1	-9	26	-9	-5	-0.5	-12
COC(=O)NCC(C)OC(=O)Nc1ccc(Cl)cc1 (configuration not stated)	-5	-1	-10	5	1	-6	-0.9	10
COc1ccc(C(=O)Nc2cccc(NC(=O)c3cccs3)c2)cc1	28	8	0	4	9	26	-0.2	7
COCCCNC(=S)NC(=O)c1ccccc1	-9	0	4	1	-5	-9	-0.4	20
COc1ccc(NC(=O)C2CC2)cc1OC1CCCC1	-3	-1	-5	16	5	10	-1.1	6
COc1ccccc1NC(=O)C(Cc1ccc(Cl)cc1)c1nn[nH]n1 (configuration not stated)	1	2	11	-50	-2	1	1.6	14
N#CC(c1ccc(Cl)cc1)(c1ncc(C(F)(F)F)cc1Cl)N1CCOCC1 (configuration not stated)	4	1	1	23	-5	-1	-1.3	17

Continuation:
Compound	SENP6 inh	NR3A LBD binder	HKDC1 inh	PfG6PD inh	ATG4B inhibitor	SENP7 block	MPTP block	SENP8 inh
CC(=O)c1ccc(OCC(O)CN2CCC(C)CC2)cc1 (configuration not stated)	-19	-1	-2	-23	1	5	-0.8	2
CCCCOC(=O)C1=C(C)Nc2ncnn2C1c1cccc(OC)c1OC (configuration not stated)	-4	1	-3	-10	-2	0	-2.0	5
CCOC(=O)c1[nH]c(C)c(/C(O)=C2\C(=O)C(=O)N(CCN(C)C)C2c2ccco2)c1C (configuration not stated)	-2	-2	-1	-11	3	-4	-5.2	30
Cc1ccccc1NC(=S)N(C)CCc1ccccn1	-12	1	-3	2	-11	-11	0.9	7
N#Cc1c(-c2ccco2)nc(NCC2CCCO2)[nH]c1=O (configuration not stated)	-1	0	-6	6	9	6	2.0	-38
NC(=O)C1CCN(c2nc(-c3ccccc3)nc3ccccc23)CC1	-11	-5	-4	5	-6	11	-1.3	11
Cc1cccc2cc(CN(CCCO)C(=O)Nc3ccccc3Cl)c(=O)[nH]c12	5	0	2	2	-10	-1	1.0	-63
COc1ccc(CNC(C)C23CC4CC(CC(C4)C2)C3)c(OC)c1OC (configuration not stated)	-3	3	-2	0	0	-4	0.2	16
COc1ccc(Cl)cc1NC(=S)N1CCCC1	-11	-3	-13	2	-6	-11	-1.1	11
Cc1nnc(NC(=O)CSc2cn(CCNC(=O)c3ccccc3)c3ccccc23)s1	-8	-2	0	-11	-6	10	0.7	30
CN(C(=O)c1cccc(Cl)c1)C1CCCN(Cc2ccccc2F)C1 (configuration not stated)	6	-1	4	-22	27	2	0.5	10
COc1ccc(CC(=O)NC(C)c2ccc(Cl)c(Cl)c2)cc1S(=O)(=O)N1CCOCC1 (configuration not stated)	x	0	3	-4	-4	x	0.1	9
CN(C)CCOc1ccc(-c2c(-c3ccccc3)sc3ccccc23)cc1	-29	-10	-1	10	3	-4	104*	-124
COC(=O)c1ccc(CN(c2ccccc2OC)S(=O)(=O)c2cccs2)o1	-4	0	7	-8	-2	-6	1.9	9
COc1ccc(/C=C/C(=O)OCC(=O)Nc2ccc(S(N)(=O)=O)cc2)cc1OC	-5	-2	-11	0	-8	6	0.5	-258

The list continues:
Compound	SENP6 inh	NR3A LBD binder	HKDC1 inh	PfG6PD inh	ATG4B inhibitor	SENP7 block	MPTP block	SENP8 inh
CC1Sc2ccc(C(=O)NCc3cccc(C(F)(F)F)c3)cc2NC1=O (configuration not stated)	4	0	0	7	11	-8	1.5	1
CCn1c(NCc2ccco2)nc2c1c(=O)n(C)c(=O)n2C	-3	-2	-4	-1	-5	5	-0.5	10
Cc1ccc2nc(SCC(=O)Nc3ccc(F)cc3F)nc(=O)n2c1	-6	-2	-3	-12	4	1	-1.7	-44
CCOC(=O)c1cn(Cc2ccccc2)nn1	-6	9	-11	-4	-8	6	-0.3	13
CC(=O)N1N=C(c2ccc(Br)cc2)CC1c1cn(C)c2ccccc12 (configuration not stated)	4	-8	-5	-11	-3	-3	-0.6	-205
CCCN(C(=O)c1cccc(S(=O)(=O)N2CCN(Cc3ccccc3)CC2)c1)C1CCS(=O)(=O)C1 (configuration not stated)	6	-2	-4	-8	-3	-1	-0.4	7
CC(C)c1ccc(/C=C2\SC(=S)N(CCC(=O)NCCCn3ccnc3)C2=O)cc1	18	0	2	8	32	-10	-1.4	16
COc1ccc(NC(=O)c2ccccc2C)c(OC)c1	8	1	3	-8	-5	2	-0.3	9
O=C(NCc1ccccc1)c1ccc(=O)[nH]n1	12	-7	-6	-8	-2	3	-2.1	20
COc1ccc(C(=O)NC2CCN(C(=S)Nc3ccc(C)c(C)c3)CC2)cc1	-6	-4	2	0	2	0	0.4	18
Cc1ccc(C(=O)N/C(=C\c2cn(C)c3ccccc23)C(=O)OCCN(C)C)cc1	2	1	-4	2	-10	2	-0.3	-15
Fc1cccc(Cc2noc(CN3CCN(c4cnccn4)CC3)n2)c1	-10	0	0	-6	-7	-1	0.8	-7
COc1ccc(/C=C2\SC(=S)N(C(C(=O)O)c3ccccc3)C2=O)c(OC)c1 (configuration not stated)	11	2	8	-13	15	5	3.0	29
COc1ccccc1N1CCN(c2cc(=O)n(-c3ccc(Cl)cc3)c(=O)[nH]2)CC1	-3	1	0	1	-3	-11	0.8	4
COC(=O)c1ccccc1NC(=O)c1ccc2c(c1)C(=O)N(Cc1ccco1)C2=O	-5	0	-1	4	-12	0	-0.6	19

Next structures
Compound	SENP6 inh	NR3A LBD binder	HKDC1 inh	PfG6PD inh	ATG4B inhibitor	SENP7 block	MPTP block	SENP8 inh
N=c1c2c3c(sc2ncn1CCN1CCOCC1)CCCCC3	-6	0	0	0	-3	-3	0.2	6
CN1C[C@@H]2C(c3ccc(Cl)nc3)C3(c4cccnc4)CC2(C3)[C@H]1c1ccccc1 (some centres not stated)	2	-2	-1	9	-9	-3	0.9	5
COc1ccc(OC)c(CCNC(=O)CCc2cn(C)c3ccccc23)c1	-10	2	-8	6	-6	7	-0.5	3
CCNC(=O)CC1C(=O)N(c2ccc(F)cc2)C(=O)N1Cc1cccs1 (configuration not stated)	0	-4	-9	-5	2	-2	1.3	17
Cc1cc(C)n2nc(SCn3nnc4ccccc4c3=O)nc2n1	-14	-1	6	-4	4	2	-0.3	0
CCn1cc(C(=O)NCCc2ccc(OC)c(OC)c2)c(=O)c2cc(S(=O)(=O)N3CCOCC3)ccc21	-1	-2	-1	-19	-9	4	-3.0	15
Cc1ccc(NC(=O)c2cc([N+](=O)[O-])ccc2N2CCOCC2)cc1C	5	2	-2	32	-3	-1	-1.5	11
Cc1ncc([N+](=O)[O-])n1Cc1ccccc1F	-10	-1	0	-22	-7	1	0.9	17
CCn1c(=O)c(-c2cc(=O)[nH][nH]2)c(O)c2ccccc21	-3	-2	-14	-1	-7	-2	-0.3	-144
O=[N+]([O-])c1ccc(N2CCN(CCOCCO)CC2)c([N+](=O)[O-])c1	-35	-1	-12	-2	-2	1	-2.0	3
Cc1cc(C(=O)NC2CCCc3c2cnn3-c2ccccc2F)nc(C)n1 (configuration not stated)	7	10	-7	4	2	-13	-0.3	-3
CCOc1ccc(-c2nc(CCl)cs2)cc1	52*	-1	2	1	-3	8	2.4	-24
COc1ccc(OC)c(/C=C/C(=O)OCC(=O)NCc2ccco2)c1	4	2	-3	6	-5	6	-0.4	i
CC(C)c1ccccc1N=C1SCCN1C1CCS(=O)(=O)C1 (configuration not stated)	-25	3	0	1	2	-5	-1.3	25
CCN(CC)Cc1c(O)c(Cl)cc2c3c(c(=O)oc12)CCCC3	8	-2	10	4	29	5	-0.1	i
